Compound activity (PubChem)
RAM network inh = inhibitors of the yeast RAM network, primary screen, dse1pr::URA3 reporter, 5-FOA selection; S. cerevisiae dse1pr::URA3 reporter, 5-FOA growth OD615, 2 d; analog-sensitive cbk1-as2 kinase mutant strain; inhibition, % at 50 µM; hit rate 1.8% among 190,000; AID 868, 2007;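 active means inhibition above a set limit, 3 SD over mean compound inhibition, cut at about 8.4% in these data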;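 further: 0% = DMSO-only wells with no growth and 100% = 10 µM 1-NA-PP1 full growth; inhibition rescues growth on 5-FOA so higher OD means more RAM inhibition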
PPARg SRC2 recr = agonists of PPARg-SRC-2 recruitment, primary screen, biochemical, HTS; Peroxisome proliferator-activated receptor gamma (Homo sapiens), P37231; PPARgamma LBD-SRC-2 recruitment; activation, % at 8 µM; hit rate 0.34% among 200,000; AID 1032, 2008; in the data active means activation above about 22%;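 further: 0% = vehicle and 100% = reference agonist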
PPARg SRC3 recr = PPARgamma agonists recruiting SRC-3 coactivator, primary screen, biochemical | Peroxisome proliferator-activated receptor gamma (Homo sapiens), P37231 | biochemical PPARgamma/SRC-3 coactivator recruitment assay | activation, % at 8 µM | hit rate 0.26% among 200,000 | AID 731, 2007; in the data active means activation above about 23%;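 further: 0% = DMSO and 100% = reference agonist; some compounds past the cut are filed as inactive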
TR-FRET SRC-2 ct = TR-FRET signal artefacts, primary screen, artefact control for PPARgamma SRC-2 agonist project, biochemical. TR-FRET artefact counter-screen; stronger effect = higher value. AID 1049, 2008. hit rate 0.4% among 200,000. TR-FRET ratio at 8 µM; in the data active means TR-FRET ratio above about 2000; further: inactives centre near 1500
Efa HMGR inh = inhibitors of E. faecalis class II HMGR, primary screen, biochemical, Enterococcus faecalis. purified E. faecalis HMGR, NADPH absorbance 340 nm kinetic. inhibition, % at 10 µM. hit rate 0.41% among 190,000. AID 1066, 2008;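 active means inhibition above a set limit, the median over all tested compounds plus 3 SD, cut at about 9.5% in these data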;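 further: enzyme runs in reverse so mevalonate oxidation gives rising NADPH absorbance; 0% = complete reaction with DMSO and 100% = background rate lacking mevalonate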
ROMK mod = ROMK potassium channel modulators, primary screen, cell-based, thallium flux, MLSMR library; B-score at 10 µM; Tet-inducible ROMK, thallium flux fluorescence; actives lie on both sides; AID 1918, 2009; hit rate 2% among 130,000;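 active means signal ratio slope over the read window, or its plate-corrected B-score, at least 3 SD from the plate mean, either direction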;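 further: B-score of the F/F0 ratio slope over 7 to 12 s after thallium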
Target sequence (P48048 whole entry, looked up): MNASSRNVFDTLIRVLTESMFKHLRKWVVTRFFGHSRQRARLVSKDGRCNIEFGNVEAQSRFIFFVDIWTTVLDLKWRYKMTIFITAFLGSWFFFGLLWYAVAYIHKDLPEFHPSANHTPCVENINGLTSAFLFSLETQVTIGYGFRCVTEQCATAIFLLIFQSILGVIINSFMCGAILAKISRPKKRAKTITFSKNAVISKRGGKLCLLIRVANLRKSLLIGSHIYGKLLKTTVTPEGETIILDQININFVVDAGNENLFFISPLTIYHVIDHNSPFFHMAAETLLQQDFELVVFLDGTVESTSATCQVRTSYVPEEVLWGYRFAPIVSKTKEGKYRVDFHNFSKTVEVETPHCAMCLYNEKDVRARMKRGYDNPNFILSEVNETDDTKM
Redox H2O2 prof = compounds producing H2O2 with reducing agent – biochemical, NIH compound library profiling, artefact control for MLSCN library redox annotation, primary screen; hit rate 0.03% among 200,000; activation, % at 10 µM; DTT-dependent redox cycling H2O2, phenol red/HRP absorbance; 100% = 100 µM peroxide control, 0% = buffer;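 active means activation of at least 50% relative to the plate's high and low controls in the primary single-dose screen; inactive means activation below 50%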;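 further: compound incubated with DTT at 0.8 mM final as the reducing agent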
S1P3 antagonist = S1P3 receptor antagonists, primary screen, cell-based; inhibition, % at 4.98 µM; AID 485, 2006; hit rate 0.27% among 170,000; Sphingosine 1-phosphate receptor 3 (Homo sapiens), Q99500; CHO S1P3 NFAT-BLA reporter, FRET fluorescence, antagonist mode;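 active means inhibition above the plate cutoff, the mean inhibition of test wells on that plate plus 3 SD, cut at about 28% in these data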;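 further: cells challenged with S1P at its EC80 of 0.8 µM; blue over green emission ratio from cleaved BLA substrate after 4 h stimulation; 0% = S1P-stimulated wells and 100% = unstimulated DMSO-only wells; some compounds past the cut are filed as inactive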
Target sequence (Q99500 whole entry, looked up): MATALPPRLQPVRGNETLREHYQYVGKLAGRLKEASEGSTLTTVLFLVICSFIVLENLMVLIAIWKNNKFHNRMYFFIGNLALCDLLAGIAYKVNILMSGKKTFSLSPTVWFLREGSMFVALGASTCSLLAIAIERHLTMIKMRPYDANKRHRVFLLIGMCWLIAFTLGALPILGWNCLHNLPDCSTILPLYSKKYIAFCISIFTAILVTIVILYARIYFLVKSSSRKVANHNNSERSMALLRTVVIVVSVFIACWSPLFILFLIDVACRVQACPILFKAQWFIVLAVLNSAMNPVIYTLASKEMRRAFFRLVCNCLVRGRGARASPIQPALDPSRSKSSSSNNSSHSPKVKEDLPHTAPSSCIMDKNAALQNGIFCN
bIAP inhibitor = bovine intestinal alkaline phosphatase inhibitors, primary screen, selectivity assay for TNAP inhibitor project, biochemical, bovine IAP, CDP-star luminescence; 190,000 tested, under 10 active; inhibition, % at 20 µM; purified bovine IAP, 30 min; alkaline phosphatase, intestinal [Bos taurus];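 active means over 50% inhibition of intestinal alkaline phosphatase at 20 µM in the single-dose screen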
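Assay system – bovine IAP enzyme · Quantity – bovine IAP at 1/65,000,000 final dilution · Detection – CDP-star luminescence signal · Times – 30 min reaction at room temperature · Also added – CDP-star substrate at 30 µM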
Lmaj promast = Leishmania major promastigote growth inhibition, primary screen; AID 1063, 2008; inhibition, % at 10 µM; hit rate 9% among 200,000; Leishmania major promastigotes, resazurin fluorescence viability; in the data active means inhibition above about 50%;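 further: promastigotes grown with compound for 44 hours at 28 °C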
PPARg SRC-1 ag = PPARgamma agonists recruiting SRC-1 coactivator, primary screen, biochemical | AID 631, 2007 | hit rate 0.41% among 200,000 | PPARgamma-SRC-1 coactivator recruitment biochemical assay | activation, % at 8 µM | Peroxisome proliferator-activated receptor gamma (Homo sapiens), P37231; in the data active means activation above about 19%;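 further: 0% = DMSO and 100% = reference agonist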
An asterisk follows results filed as active; . = not tested or not shown. Rows are unselected; overall some 13% were active at least once.

SMILES	RAM network inh	PPARg SRC2 recr	PPARg SRC3 recr	TR-FRET SRC-2 ct	Efa HMGR inh	ROMK mod	Redox H2O2 prof	S1P3 antagonist	bIAP inhibitor	Lmaj promast	PPARg SRC-1 ag
CCOc1nc(Oc2cccc(C(=O)O)c2)nc(Oc2cccc(C(=O)O)c2)n1	2.1	1.5	0.0	1712	-5.6	-0.0617	-0.7	.	-1.9	-9.2	5.5
O=C1N/C(=C\c2ccccc2)c2ccccc21	3.3	3.5	14.0	1645	-13.2	.	1.9	18.5	7.9	-0.2	9.7
COc1ccc(C(=O)N2CCC(C(=O)NCc3ccccn3)CC2)cc1	0.0	-3.0	-5.2	1450	-5.6	0.805	0.0	-22.4	3.5	-5.3	0.3
N#CCCN(Cc1cccnc1)C(=S)NC(=O)c1ccco1	1.4	0.6	2.8	1506	0.2	0.132	0.0	-4.6	-45.3	-7.1	5.2
Cc1c(NC(=O)CSc2n[nH]c(-c3ccccc3)n2)c(=O)n(-c2ccccc2)n1C	1.2	0.2	6.2	1578	-3.6	.	0.5	.	8.4	-7.0	2.5
COCC(C)n1c(SCC(=O)NC(=O)Nc2ccc3c(c2)OCCO3)nc2ccccc2c1=O (stereo not drawn)	3.5	2.1	-13.9	1505	1.9	0.0891	6.1	-5.3	5.5	85.3*	10.2
CCOC(=O)c1c(NC(=O)CNCCOC)sc2c1CCCC2	0.9	-1.0	0.2	1678	-1.8	.	-0.3	.	-3.3	7.3	-1.3
Cc1cc(C)cc(NC(=O)c2cc(Cl)sc2Cl)c1	0.9	0.3	-6.5	1503	-4.0	.	0.6	-5.7	10.2	0.1	-2.3
COc1ccc(-c2cc(C(=O)NCC3CCCO3)c3cc(C)ccc3n2)cc1 (stereo not drawn)	1.7	1.6	-0.2	1644	-2.7	0.871	0.1	-6.5	-1.9	4.1	3.1
Nc1nc(Cl)cc(Sc2ccc(F)cc2)n1	2.2	-13.5	5.6	1492	1.7	.	2.1	.	9.9	-1.5	2.8
O=C(Nc1ccccc1Oc1ccccc1)c1ccc(Br)o1	1.4	7.4	3.1	1590	-2.4	-0.66	0.0	.	10.1	29.5	5.1
O=C(Nc1nncs1)C1(c2ccccc2)CCCC1	2.4	9.5	7.9	1540	-0.7	1.12	0.5	-15.1	10.0	1.1	-3.3
CCOc1cc(NC(=O)c2cccs2)c(OCC)cc1NC(=O)CCC(=O)NCCN1CCOCC1	0.8	-12.3	0.9	1442	-2.1	-0.132	0.8	-5.6	0.8	-7.5	0.2
Cc1ccc(Cl)cc1N1CCN(C(=O)c2cc3c(=O)[nH]c4ccccc4c3n2C)CC1	2.4	-4.2	-0.6	1475	0.0	-1.4	0.2	2.8	-3.7	32.0	0.5
CCN1C(=O)/C(=C\N2CCN(c3cccc(Cl)c3)CC2)SC1=S	4.4	2.0	6.0	1625	-5.8	-0.276	-1.9	13.4	23.2	25.6	5.1
O=c1[nH]c2cc3c(cc2cc1C(c1nnnn1Cc1ccccc1)N1CCCCCC1)OCCO3 (stereo not drawn)	3.9	2.0	5.0	1517	-2.8	-1.81	1.1	.	25.9	2.7	-3.0
COCc1cc(C)nc(OCC(=O)N/N=C/c2ccc(-c3cc([N+](=O)[O-])ccc3Cl)o2)c1C#N	3.5	-2.0	0.9	1640	-2.2	-0.627	-0.7	-0.9	12.6	-1.7	-6.1
Cc1nn(-c2ccccc2)c2[nH]c(=O)c(CNCC3CCCO3)cc12 (stereo not drawn)	2.2	10.0	2.8	1655	0.4	.	-2.2	-2.6	15.0	-2.1	11.0
CCOC(=O)Cn1nnnc1CN(CCc1ccccc1)Cc1cc2cc(CC)ccc2[nH]c1=O	0.5	1.6	-0.4	1509	-1.4	-1.88	2.3	.	0.1	17.8	6.5
C[C@@H]1NC(=O)[C@H](CCCN=C(N)N)NC(=O)c2cc([N+](=O)[O-])cc(I)c2OCC[C@@H](C(N)=O)NC1=O	-0.7	-3.3	-1.2	1434	-5.8	0.288	0.3	-2.5	9.8	-6.7	3.7
Cc1cc(N2C(=O)CC(N3CCN(c4ccc(C(=O)c5cccs5)cc4)CC3)C2=O)no1 (stereo not drawn)	-0.7	1.6	-4.0	1588	-2.1	0.0115	0.8	-12.0	1.5	9.7	-4.3
CCC(=O)Nc1ccc(Oc2ccc3c(c2)C(=O)N(c2ccc(O)cc2)C3=O)cc1	1.3	6.2	5.7	1325	5.0	1.62	0.0	.	7.9	1.1	-2.2
CN(CC(CC(=O)O)c1ccccc1)S(=O)(=O)c1ccc(Br)cc1 (stereo not drawn)	-0.3	4.9	4.9	1765	-6.4	.	-0.8	.	2.7	-6.1	7.4
CC(=O)c1cc(C#N)c(N2CCOCC2)nc1C	0.3	-2.6	5.5	1670	2.9	-0.297	-0.2	-14.3	1.1	-3.4	7.3
CCOC(=O)Cn1nnc(-c2ccc(S(C)(=O)=O)cc2)n1	1.1	8.5	3.1	1534	-4.1	.	0.9	-2.6	11.6	-2.8	1.3
CCOC(=O)c1cccc(NC(=O)CCn2cccc2)c1	0.1	3.6	0.0	1472	0.6	0.1	-0.4	-8.6	0.8	7.0	-6.2
O=c1oc(-c2ccco2)nc2ccccc12	-0.5	1.7	0.2	1495	1.9	.	0.1	-24.6	-1.1	1.9	-0.1
Cc1cc(-c2nnc(SCC(=O)N3C(C)CCCC3C)o2)no1 (stereo not drawn)	1.2	1.4	7.7	1728	0.8	.	1.2	-38.9	7.8	-3.6	4.0
Cc1oc(-c2cc(F)ccc2F)nc1CN1CCCN(C(=O)c2ccco2)CC1	0.8	-0.4	-0.8	1518	-8.7	0.0144	6.4	-13.3	-0.6	8.1	8.7
COc1ccc(C)cc1NC(=O)CC1COc2ccccc2O1 (stereo not drawn)	-0.4	5.8	7.0	1585	-3.5	0.0284	-0.7	-0.1	5.5	-2.9	0.8
O=CN1CCN(C(=O)CN2C(=O)c3ccccc3C2=O)CC1	0.4	-0.8	-0.5	1324	-5.0	-0.438	0.8	.	4.3	11.4	-3.8
O=C(COc1ccc(-c2ccccc2)cc1)N1CCN(C(=O)c2cccnc2)CC1	2.4	3.9	-4.0	1635	-3.5	.	2.1	-1.0	11.1	-5.4	5.4
COc1ccc2cc(CN(CCO)C(=O)c3ccccc3F)c(=O)[nH]c2c1	-0.6	1.8	1.3	1646	-0.9	0.642	1.3	.	11.2	-6.4	0.1
CCc1cccc(CC)c1NC(=S)NCCc1c(C)[nH]c2ccc(C)cc12	6.7	0.8	2.7	1543	0.3	-0.00218	1.3	-1.0	7.3	53.4*	8.4
C=CCn1c(CC(=O)Nc2cccc(OC)c2)nnc1SCC(=O)NC1CCCCC1	2.1	4.8	-3.3	1881	0.9	.	1.7	-17.8	3.5	-2.7	2.3
[O-][N+]1=C(c2cccs2)CN(O)C1	2.3	-5.5	-7.0	1477	-4.1	.	3.2	-31.2	10.1	2.2	-6.6
[O-][n+]1onc2c1CCc1c-2nc(-c2ccccc2)n1OCc1ccccc1	3.1	-4.2	-6.5	1470	-3.3	0.0464	0.5	15.5	9.1	6.2	2.1
COc1cc(NC(=O)c2cccs2)c(C(=O)OCC(=O)NC(=O)NCc2ccccc2)cc1OC	3.5	7.8	2.9	1571	-0.6	1.64	0.6	.	-4.7	-2.4	-1.6
CCOc1ncccc1C(=O)Nc1nnc(C)s1	3.0	0.8	4.5	1731	1.6	0.465	-1.1	-11.2	-15.7	0.8	-1.5
Cc1ccnn1CC(=O)N/N=C/c1ccc2c(c1)OCO2	1.4	4.2	2.0	1527	-2.7	1.59	-0.2	-9.1	10.2	45.4	-3.0
COc1cccc(CC(NC(C)=O)C(=O)NC2CCN(S(=O)(=O)c3cccc4ccccc34)CC2)c1 (stereo not drawn)	-0.4	15.9	2.9	1306	-6.8	-0.00773	1.4	.	-0.7	2.0	2.7
CN(Cc1ccccc1)C(=O)c1oc(=O)c2ccccc2c1-c1ccccc1	2.7	-1.9	-2.5	1821	0.0	-2.17	0.2	-8.1	-11.5	55.2*	3.5
CN1C(=O)N(C)C2(c3ccccc3)N(C(C)(C)C)C(=O)NC12c1ccccc1 (stereo not drawn)	0.9	-0.9	-0.1	1586	-2.2	-2.44	2.0	-8.7	5.4	-0.3	3.8
O=C1CSC(c2ccccn2)N1c1ccc(F)cc1F (stereo not drawn)	1.0	-4.9	-1.1	1239	-3.3	.	-0.4	-17.7	-4.7	3.4	8.7
Cc1ccc2c(c1)C1NC(=S)NC(C)(O2)C1C(=O)Nc1ccc(Cl)cc1 (stereo not drawn)	4.0	7.4	-1.9	1423	-0.2	-1.17	-0.1	16.6	0.6	10.2	1.0
CCOC(=O)CNC(=O)c1ccccc1Br	1.2	-7.2	-13.6	1637	0.8	.	0.7	-7.5	9.5	-3.2	2.2
CCCCCCn1c(N2CCC(C(N)=O)CC2)nc2c1c(=O)[nH]c(=O)n2C	1.8	5.5	2.6	1620	-3.9	1.12	2.1	-14.6	-7.2	-2.5	6.7
COc1cc(/C=N/NC(=O)[C@H](Cc2c[nH]c3ccccc23)NC(=O)OCC(C)C)cc([N+](=O)[O-])c1O	-0.1	-13.4	-2.0	1313	-4.0	-0.0748	-0.2	0.1	-4.7	-5.2	-6.4
CCOC(=O)c1ccc(-n2c(C)nc3c(cnn3-c3ccc(Cl)cc3)c2=O)cc1	4.3	8.2	8.7	1455	2.2	.	0.0	.	9.3	-1.3	-1.2
O=C(COC(=O)CCc1ccc(S(=O)(=O)N2CCCCC2)cc1)Nc1ccc2c(c1)OCO2	3.6	-1.8	4.5	1481	0.6	0.119	-2.2	-7.4	8.1	-4.5	-3.2
CCCNC(=O)c1cc(OC)c(OC)cc1[N+](=O)[O-]	1.7	1.8	-9.5	1453	-2.4	.	2.1	.	6.3	-5.2	1.3
